DT40 TDP1 CPT – qHTS for Inhibitors of human tyrosyl-DNA phosphodiesterase 1 (TDP1): qHTS in cells in presence of CPT. chicken DT40 Tdp1-/-;hTDP1 cells + 20 nM CPT, ATP luminescence, 48 h. Potency, µM (doses to about 46.2 µM), inactives show at the top dose activity change, negative = growth inhibition, most hits filed as inhibitors. 420,000 tested, 12% active. AID 686979, 2013; note: nearly all actives have a fitted effect of over 55% in size
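Chicken DT40 Tdp1-/- cells stably complemented with human TDP1 were seeded at 400 cells/well in medium containing 20 nM camptothecin, exposed to pin-transferred compounds, and grown at 37 °C for at least 48 hr. Viability was read as ATP luminescence.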
TDP1 cell noCPT – qHTS for Inhibitors of human tyrosyl-DNA phosphodiesterase 1 (TDP1): qHTS in cells in absence of CPT; DT40 Tdp1-/- hTDP1 cells, no CPT, ATP luminescence, 48 h; Potency, µM (top dose mostly 46.2 µM), for the others: at the highest dose activity change, negative = growth inhibition, hits mostly inhibitors; AID 686978, 2013; 420,000 tested, 15% active; note: nearly all actives have a fitted effect of over 55% in size
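Chicken DT40 Tdp1-/- cells stably complemented with human TDP1 were seeded at 400 cells/well with DMSO in place of 20 nM camptothecin. After compound pinning, cells grew at least 48 hr at 37 °C; viability read by CellTiter-Glo luminescence.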
GCN5L2 inh – qHTS Assay for Inhibitors of GCN5L2. Histone acetyltransferase KAT2A (Homo sapiens), Q92830. GCN5L2 HAT assay, ThioGlo1 CoA-SH fluorescence. Potency, µM (top dose mostly 58.9 µM), for inactives: at the top dose activity change, negative = inhibition, usual class: inhibitors. 390,000 tested, 0.21% active. AID 504327, 2011
Target sequence (Q92830 whole entry, looked up): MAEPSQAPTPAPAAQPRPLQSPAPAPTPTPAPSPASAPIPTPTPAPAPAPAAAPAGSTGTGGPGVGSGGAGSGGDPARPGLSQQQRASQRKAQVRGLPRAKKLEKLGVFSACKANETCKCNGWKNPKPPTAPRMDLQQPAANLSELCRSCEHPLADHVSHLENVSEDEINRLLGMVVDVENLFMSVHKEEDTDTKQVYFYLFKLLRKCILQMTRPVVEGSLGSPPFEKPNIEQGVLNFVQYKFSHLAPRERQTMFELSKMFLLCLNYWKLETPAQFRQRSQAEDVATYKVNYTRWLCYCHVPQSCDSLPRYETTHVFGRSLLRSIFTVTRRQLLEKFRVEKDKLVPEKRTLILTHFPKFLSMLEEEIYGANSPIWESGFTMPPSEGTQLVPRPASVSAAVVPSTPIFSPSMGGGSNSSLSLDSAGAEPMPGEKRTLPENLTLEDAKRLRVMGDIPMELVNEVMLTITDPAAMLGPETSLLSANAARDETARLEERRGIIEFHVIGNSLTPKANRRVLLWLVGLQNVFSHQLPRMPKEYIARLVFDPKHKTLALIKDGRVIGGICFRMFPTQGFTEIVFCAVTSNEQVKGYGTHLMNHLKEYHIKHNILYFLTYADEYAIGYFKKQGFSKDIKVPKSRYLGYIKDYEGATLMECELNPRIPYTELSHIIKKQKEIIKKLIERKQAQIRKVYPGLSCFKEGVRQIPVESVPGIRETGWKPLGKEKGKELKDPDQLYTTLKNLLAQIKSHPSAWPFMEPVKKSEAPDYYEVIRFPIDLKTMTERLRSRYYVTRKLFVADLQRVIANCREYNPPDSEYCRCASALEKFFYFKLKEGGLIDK
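ThioGlo1-coupled HAT assay: 20nM GCN5L2, 70uM acetyl-CoA, 75uM H3(1-25) peptide, pH 7.5. Fluorescence read at 340/540nm at start and after 20 min at room temperature.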
* hit, by the source's call; ? = inconclusive; . = no result given; & = joins results of further samples; [ ] = another dose, or the depositor's remark. Calls come from the whole dose curve; as a rule, active = well fitted curve in the direction sought with a large enough effect; inconclusive = small, poorly fitted or top-dose-only effect, or another doubt; inactive = no such curve, though single readings can be large; an effect the other way counts as inactive or inconclusive. % is set by controls: 0 for no effect and ±100 for the full control effect; potency is the fitted concentration of half-maximal effect.

SMILES	DT40 TDP1 CPT	TDP1 cell noCPT	GCN5L2 inh
Cc1cc(C)n(Cc2ccc(C(=O)NN)o2)n1	4%	3%	-1%
COC(=O)CN1C(=O)C(O)(CC(=O)c2ccc(Cl)cc2)c2ccccc21 (stereo not given)	?	?	-17%
Cc1cccc(CC(=O)NCCS(=O)(=O)N2CCN(c3ccccc3)CC2)c1	?	?	.
CCC1SC2=NCCN2C1(O)c1ccc(Cl)cc1 (stereo not given)	?	?	-5%
NS(=O)(=O)c1ccc(NC(=O)COc2ccc(S(=O)(=O)NC3CCCCC3)cc2)cc1	-28%	?	-1%
CNc1nc(OCC#N)nc(N2CCCCC2)n1	17%	-7%	-7%
COc1ccc(NC(=O)C2(C)Cc3c(-c4ccc(NC(C)=O)cc4)ccnc3O2)cc1 (stereo not given)	?	?	.
CCOc1ccc(-c2nnn(CC(=O)NCc3ccc4c(c3)OCO4)n2)cc1	-28%	-21%	-7%
CN(CC(=O)Nc1ccc(Cl)cc1)C(=O)c1ccc(-n2cncn2)c([N+](=O)[O-])c1	-14%	?	-4%
CCCC(NS(=O)(=O)c1ccc(C)cc1)C(=O)O (stereo not given)	0%	-15%	3%
O=C(O)c1ccc(OCc2cn3ccccc3n2)cc1	9%	-2%	-27%
COc1cc(/C=C/C(=O)O)cc(S(=O)(=O)Nc2cccc(SC)c2)c1OC	-10%	-23%	2%
COc1ccc(-c2cc(NC(C)=O)c3ncc(-c4cccc(C(F)(F)F)c4)n3c2)c(OC)c1	?	?	.
COc1cc2c(cc1OC)C1C/C(=N\O)C(CC(C)C)CN1CC2 (stereo not given)	?	21µM*	-13%
CCOc1ccccc1Oc1nc(-c2ccccc2O)nc2ccccc12	-7%	12%	-16%
COc1ccc(OCC(O)CNC(=O)c2ccc(C)cc2)cc1 (stereo not given)	0%	-20%	-3%
COc1cccc(NCc2cc(=O)oc3cc(C)c(C(C)C)cc23)c1	?	-24%	-13%
COC(=O)c1cc(C(=O)Nc2nnc(CC(C)C)s2)cc([N+](=O)[O-])c1	-1%	-5%	-7%
O=C(Nc1cccc(C(F)(F)F)c1)C(SCCO)c1ccccc1 (stereo not given)	12%	?	-1%
Cc1ccc(S(=O)(=O)Nc2ccc(Nc3nccn4c(-c5ccc6ccccc6c5)cnc34)cc2)cc1	?	?	.

Structures shown so far containing a halogen (five):
SMILES	DT40 TDP1 CPT	TDP1 cell noCPT	GCN5L2 inh
COC(=O)CN1C(=O)C(O)(CC(=O)c2ccc(Cl)cc2)c2ccccc21 (stereo not given)	?	?	-17%
CCC1SC2=NCCN2C1(O)c1ccc(Cl)cc1 (stereo not given)	?	?	-5%
CN(CC(=O)Nc1ccc(Cl)cc1)C(=O)c1ccc(-n2cncn2)c([N+](=O)[O-])c1	-14%	?	-4%
COc1ccc(-c2cc(NC(C)=O)c3ncc(-c4cccc(C(F)(F)F)c4)n3c2)c(OC)c1	?	?	.
O=C(Nc1cccc(C(F)(F)F)c1)C(SCCO)c1ccccc1 (stereo not given)	12%	?	-1%

Next entries.
SMILES	DT40 TDP1 CPT	TDP1 cell noCPT	GCN5L2 inh
O=C(O)c1ccc(NC(=O)C2C3CCC(C3)C2C(=O)O)cc1 (stereo not given)	-14%	-25%	1%
Cc1ccc(Cn2c(CCCNC(=O)c3ccco3)nc3ccccc32)cc1	?	?	-3%
OCCN1CCN(c2cc(-c3ccc(CO)cc3)nc3ccnn23)CC1	-2%	-10%	.
C[C@]1(C(=O)NCCN2CCOCC2)C=C[C@@H](Cc2ccccc2)N1C(=O)c1ccccc1	10%	6%	0%
COc1cccc(OCC(=O)Nc2ccccc2-c2ccccc2)c1	?	?	33%[activator]
COc1cc2[nH]c(=S)n(CCCN3CCOCC3)c(=O)c2cc1OC	-7%	-6%	-5%
Cc1cc(C)c2c(C)ccnc2c1	-6%	-9%	.
COc1ccccc1N1CCN(Cc2cccc(OC)c2OC)CC1	?	-1%	-5%
Cc1ccc(CCCOC(=O)C[N+]2(C)CCCCC2)cc1	12%	-5%	3%
Cc1ccc(N2NC(=O)/C(=C/C=C/c3ccco3)C2=O)cc1C	11%	-19%	-14%
CN(C)CCOC(=O)c1ccc2[nH]c3c(c2c1)CSCC3	-24%	-17%	-8%
CC(C)CC1C(=O)N(Cc2cn(CCC3OCCO3)nn2)CCS(=O)(=O)N1Cc1ccc(-c2cccc(N(C)C)c2)cc1 (stereo not given)	?	21µM*	.
CC(=O)N(CN1C(=O)CCC1=O)c1cccc(Cl)c1	5%	2%	-4%
CN1CCN(Cc2ccc(OCc3ccccc3)cc2)CC1	-24%	-9%	-2%
CC1CC(C)(C)NC(=S)N1CC(=O)NCc1ccc(F)cc1 (stereo not given)	14%	-1%	3%
CC(=O)Nc1ccc(N(C)C)cc1[N+](=O)[O-]	-22%	-6%	-28%
COC(=O)CNC(=O)CSc1nnc2cc(C)c3ccccc3n12	0%	5%	-2%
CCN(CC)CCCn1c2c(c(SCC(=O)Nc3ccc(F)c(F)c3)nc1=O)CCC2	-5%	-1%	-10%
Cc1ccsc1CN(Cc1ccco1)C(=O)c1ccc(Cl)cc1	16µM*	13µM*	-11%
COc1ccc(C)cc1C(=O)CCC(=O)NCCc1ccc(S(N)(=O)=O)cc1	-6%	-21%	-2%

Retrieved by compound from the entries so far (six):
SMILES	DT40 TDP1 CPT	TDP1 cell noCPT	GCN5L2 inh
CN(C)CCOC(=O)c1ccc2[nH]c3c(c2c1)CSCC3	-24%	-17%	-8%
CN1CCN(Cc2ccc(OCc3ccccc3)cc2)CC1	-24%	-9%	-2%
CC(C)CC1C(=O)N(Cc2cn(CCC3OCCO3)nn2)CCS(=O)(=O)N1Cc1ccc(-c2cccc(N(C)C)c2)cc1 (stereo not given)	?	21µM*	.
COc1ccc(C)cc1C(=O)CCC(=O)NCCc1ccc(S(N)(=O)=O)cc1	-6%	-21%	-2%
COC(=O)CNC(=O)CSc1nnc2cc(C)c3ccccc3n12	0%	5%	-2%
CC1CC(C)(C)NC(=S)N1CC(=O)NCc1ccc(F)cc1 (stereo not given)	14%	-1%	3%

Additional entries:
SMILES	DT40 TDP1 CPT	TDP1 cell noCPT	GCN5L2 inh
CC(OC(=O)c1cc(=O)c2ccccc2o1)C(=O)c1ccccc1 (stereo not given)	4%	8%	-1%
O=P(c1ccccc1)(c1ccccc1)c1nc(-c2ccccc2)oc1NCc1ccccc1	?	18µM*	1%
COc1ccc(N2CCN(C(=O)COc3ccc(Cl)cc3Cl)CC2)cc1	?	?	-8%
Cc1cccc(CCNS(=O)(=O)c2ccc3c(c2)n(C)c(=O)c(=O)n3C)c1	-5%	-21%	-7%
COc1cccc(N2CCN(C(=O)CCNS(=O)(=O)c3ccc(F)c(F)c3)CC2)c1	?	?	-3%
Cn1c(=O)c(C(=O)CCl)c(N)n(Cc2ccccc2)c1=O	4.1µM*	4.6µM*	-2%
COc1ccc(CNC(=O)c2ccc(SC)cc2OC)cc1	-28%	-18%	-4%
Cn1c(SCC(=O)Nc2cccc(C(=O)O)c2)nnc1-c1cc2cc(Br)ccc2o1	7%	0%	2%
Cc1ccc(CNC(=O)CC(C)S(=O)(=O)c2cc3c(cc2C)NC(=O)CO3)cc1 (stereo not given)	-2%&4%	-4%&-28%	-3%&-6%
O=C(c1cc(-c2ccc(Cl)cc2)n(-c2ccc(Cl)c(Cl)c2)n1)N1CCOCC1	?	?	-12%
COCCN(C(=O)c1ccc(N2C(=O)c3ccccc3C2=O)cc1)c1c(N)n(CC(C)C)c(=O)[nH]c1=O	-3%	-3%	-18%
O=C1C(=O)C(c2cc(O)c(O)c(O)c2)Oc2cc(O)cc(O)c21 (stereo not given)	?	?	.
Cc1cc(C)c(NC(=O)COC(=O)C2CCC2)c(Cl)c1	17%	12%	-4%
Cc1ccc2oc3c(c(=O)c2c1)C(c1cccc(O)c1)N(Cc1ccccc1Cl)C3=O (stereo not given)	?	18µM*	0%
CCN1CCCC1CN(Cc1cc2ccc(C)cc2[nH]c1=O)C(=S)Nc1ccc(OC)cc1 (stereo not given)	?	5.2µM*	-7%
O=C(O)CCS(=O)(=O)c1ccccc1Cl	6%	-21%	-3%
COc1ccc(CCNC(=O)c2cc(COc3c(C)cccc3C)on2)c(OC)c1	23µM*	-27%	-4%
CCOc1ncccc1C(=O)NNC(=O)c1ccccc1-n1cccc1	-1%	13%	-3%
COCCn1c(=O)c(CCc2ccccc2)nc2cnc(Oc3ccccc3)nc21	-13%	-19%	-15%
CC(=O)C[C@H]1c2ccccc2S(=O)(=O)N1C1CCCC1	?	?	.
CCN1CCN(C(c2ccccc2)c2c(O)cc(C)n(CCOC)c2=O)CC1 (stereo not given)	-12%	-9%	-3%
O=C(Nc1ccc(Cl)cn1)c1ccc2[nH]c(=O)c(=O)[nH]c2c1	1%	-3%	-7%
Cc1cc(OCc2nn[nH]n2)c2c(-c3ccccc3)cc(=O)oc2c1	4%	1%	0%
O=C(O)CCCC(=O)NNC(=O)c1cccc(Br)c1	7%	-10%	-4%
COc1cc(/C=N/NC(=O)CC(=O)NC2CCCCC2)ccc1O	6%	-3%	-4%
Cc1ccc(N/N=C(\C#N)C(=N)N2CCCCCC2)cc1	-29%	-30%	-4%
CCOC(=O)CCNC(=O)c1ccc2nc(C3CCCCC3)oc2c1	-27%	-11%	0%
Cc1nnc(SCC(=O)NCC2CCCCC2)n(N)c1=O	3%	-2%	2%
O=C(COC(=O)CN1C(=O)c2ccccc2C1=O)NC1CCCC1	4%	9%	2%
COc1ccccc1CNc1ncncc1-c1ccc(N(C)C)cc1	?	?	-9%
Cc1cc(NC(=O)COC(=O)c2ccco2)no1	8%	-1%	1%
Cc1ccc(OCCC(=O)OCC(=O)NC(=O)NCc2ccccc2)cc1	7%	3%	1%
Cc1ccc(S(=O)(=O)N2CCN(C(=O)CCn3cncn3)CC2)cc1	22%	2%	0%
O=C1CC(NS(=O)(=O)c2ccc([N+](=O)[O-])cc2)CN1c1cccc(F)c1 (stereo not given)	-12%	?	-4%
COc1ccc(-c2nc3scc(CCNS(=O)(=O)c4ccc(F)c(C(F)(F)F)c4)n3n2)cc1OC	15µM*	13µM*	-3%
O=C(OCCc1cc2ccccc2c(=O)o1)c1cccc(Br)c1	?	-8%	-6%
CCOc1c(Cl)cc(/C=N/O)cc1OC	0%	-16%	-2%
CC(C)(C)Sc1nc(O)cc(=O)[nH]1	-4%	?	-3%
CCOC(=O)/C(C#N)=C/c1cc2ccccc2nc1Cl	2.8µM*	4µM*	-1%
O=C(Nc1nnc(Cc2ccccc2)s1)c1cccnc1	8%	-17%	-8%
CCCCC(=O)Nc1c2c(nn1-c1ccc(C)cc1)CS(=O)(=O)C2	-16%	0%	-9%
O=C(CCC1CCCC1)N1CCN(C2CCCC2)CC1	6%	-7%	0%
COc1ccc(CN2CCNC(=O)C2CC(=O)NCCC2=CCCCC2)cc1OC (stereo not given)	4%	-14%	1%
Cc1ccccc1-c1nc(CN2CCSCC2)c(C)o1	15%	?	-1%
CC1CCc2c(sc(NC(=O)COC(=O)c3ccccc3NCc3ccco3)c2C#N)C1 (stereo not given)	1%	-3%	1%
O=C(COc1ccc(-c2nnc(N3CCCCC3)c3ccccc23)cc1)N1CCCCC1	?	16µM*	0%
CCOC(=O)c1c(C)[nH]c(C(=O)C(C)OC(=O)c2ccc(NC(=O)CC#N)cc2)c1C (stereo not given)	?	?	-12%
CC1CCN(S(=O)(=O)c2ccc(NC(=O)c3ccco3)cc2)CC1	-15%	?	-4%
COc1cccc(CN2CCN(Cc3c(C)nn(C(C)C)c3C)CC2CCO)c1 (stereo not given)	-6%	-8%	-1%
COCC(=O)N1CCC[C@@]2(CCN(C(=O)Nc3ccccc3)C2)C1	13%	0%	0%
Carrying on:
SMILES	DT40 TDP1 CPT	TDP1 cell noCPT	GCN5L2 inh
CN(Cc1cccc(F)c1)C(=O)CSc1nnc(C2CC2)n1C1CC1	9%	3%	-5%
CCCN1C(=O)C2(c3ccccc31)c1c(oc3ccc(F)cc3c1=O)C(=O)N2CCCOC(C)C (stereo not given)	21µM*	?	-5%
COCc1c(C(=O)Nc2ccc(C)c(S(=O)(=O)N3CCOCC3)c2)oc2ccccc12	?	?	.
CC(=O)Nc1nnc(Cc2ccccc2)s1	-8%	-5%	3%
CCOC(=O)c1ccc(S(=O)(=O)Nc2ccccc2-c2nnn(CC)n2)cc1	15µM*	9.2µM*	-5%
CC(C)n1nnnc1SCC(=O)N1CCN(C(=O)c2ccco2)CC1	-18%	-11%	?
N=C1C(c2nc3ccccc3s2)=C(O)CN1CCCO	1%	-3%	3%
CCC(=O)N1CCc2cc(Br)cc(S(=O)(=O)CCC(=O)N3CCN(c4cc(C)ccc4C)CC3)c21	17%	4%	-3%
Cc1nnc(SCCn2c(N3CCN(C)CC3)nc3c2c(=O)n(C)c(=O)n3C)s1	-17%	-5%	-18%
O=C1/C(=C/c2ccc(O)c(O)c2)Oc2cc(O)ccc21	-2%	?	-16%
